LDHA inh: blocks human lactate dehydrogenase A; P00338; purified LDHA, NADH/diaphorase-resazurin fluorescence; stronger effect = lower value; activity change, % (values are at about 110 or 230 µM); 480,000 tested, 0.15% active; in the data active means activity change below about -30%; inconclusive means mostly about -25% to -30%;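 further: plate controls were DMSO wells for no effect and wells without enzyme for full effect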
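Human LDH5 (2 nM) was incubated with 0.06 mM NADH and 0.2 mM pyruvate for 5 min at room temperature in Tris pH 7.4. Remaining NADH was coupled through diaphorase/resazurin, and resorufin fluorescence was read at 0 and 20 min.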
Starred values were filed as active, the others as inactive; ? = inconclusive. This is a subset. The share of hits here may be higher or lower than overall.

SMILES | LDHA inh
CNC1(c2nnnn2-c2ccccc2C)CCCC1 | -3
Cn1nc(CC(=O)N2CCC(C(=O)N3CCCCCC3)CC2)c2ccccc2c1=O | -9
CC(C)(C)NC(NC(=O)c1ccc(C(C)(C)C)cc1)C(Cl)(Cl)Cl (configuration not stated) | 7
CCCc1nc2ccccc2n1C(C)C(=O)NC(C)(C)C (configuration not stated) | 2
Cc1nc2cc(NC(=O)c3cccc(C)c3C)ccc2o1 | 13
Cc1ccc(NCC(=O)N2CCN(S(=O)(=O)c3ccc4ccccc4c3)CC2)c(F)c1 | -13
O=C(Nc1cccc(-c2nc3c(s2)CCCC3)c1)C1CC1 | 13
O=C(CCc1ncc(-c2ccccc2F)o1)NCc1ccccc1 | 0
CC(C)CCSc1ccccc1C(=O)O | 12
CCN(CC)CCNC(=O)CCn1ccc2cc(S(=O)(=O)N3CCCCC3)ccc21 | -3
COc1cccc(NC(=O)N2CCN(Cc3nc(-c4ccc(C)cc4)oc3C)CC2)c1 | 0
Cc1cc(C)nc(NNC(=O)CNC(=O)c2ccccc2)n1 | -5

Quoted at random: four records from the list.
SMILES | LDHA inh
CCCc1nc2ccccc2n1C(C)C(=O)NC(C)(C)C (configuration not stated) | 2
CC(C)(C)NC(NC(=O)c1ccc(C(C)(C)C)cc1)C(Cl)(Cl)Cl (configuration not stated) | 7
COc1cccc(NC(=O)N2CCN(Cc3nc(-c4ccc(C)cc4)oc3C)CC2)c1 | 0
CCN(CC)CCNC(=O)CCn1ccc2cc(S(=O)(=O)N3CCCCC3)ccc21 | -3

(continued)
SMILES | LDHA inh
O=S(=O)(Nc1nc2ccccc2nc1N1CCCC1)c1ccc(F)cc1 | 2
CC(C)CC(NC(=O)c1cccc(OCc2ccc(F)cc2)c1)C(=O)O (configuration not stated) | 5
CCCn1c(=O)n(CC(=O)Nc2ccc(Oc3ccccc3)cc2)c(=O)c2c1nc(C)n2CCOC | 8
Oc1ccc(Br)cc1C=Nc1ccccc1C(F)(F)F | 6
COC(=O)c1cc(-c2ccc(Cl)cc2)nc2onc(C)c12 | -4
CCc1ccc(/C=C/C(=O)c2cc3cccc(OC)c3oc2=O)cc1 | 0
Nc1ncnc(Nc2ccc(F)c(Cl)c2)c1[N+](=O)[O-] | 0
COc1cc(C(C)=O)ccc1OCc1ccccc1C#N | -3
Cc1ccc(-c2cc(C(=O)NCCc3ccccc3)c3ccccc3n2)cc1 | 3
Cn1nc(C(=O)Nc2cccc(C(F)(F)F)c2)c2c1-c1ccccc1OC2 | 20
Cc1cc(SCC(=O)NC2CCS(=O)(=O)C2)nc2ccccc12 (configuration not stated) | 0
CCOc1ccc(NC(=O)c2cc(C)nc3ccccc23)cc1OC | 4

Not a retest: two of the compounds above.
SMILES | LDHA inh
CNC1(c2nnnn2-c2ccccc2C)CCCC1 | -3
Cn1nc(CC(=O)N2CCC(C(=O)N3CCCCCC3)CC2)c2ccccc2c1=O | -9

An excerpt from above in order of their number in LDHA inh, lowest first.
structure,LDHA inh
Cc1ccc(NCC(=O)N2CCN(S(=O)(=O)c3ccc4ccccc4c3)CC2)c(F)c1,-13
Cc1cc(C)nc(NNC(=O)CNC(=O)c2ccccc2)n1,-5
CCCn1c(=O)n(CC(=O)Nc2ccc(Oc3ccccc3)cc2)c(=O)c2c1nc(C)n2CCOC,8

Further records follow:
SMILES | LDHA inh
Cn1nc(C(=O)N2CCN(c3ccc(O)cc3)CC2)c2ccccc2c1=O | 18
Cc1nc(-c2ccncc2)[nH]c(=O)c1CC(=O)N(C)C(C)CC(C)C (configuration not stated) | 6
Cc1ccc(SC(=O)c2ccccc2)cc1 | 2
COc1ccc(OC)c2c1CC(C)(C)n1c(-c3ccccc3)nnc1-2 | 9
Cc1ccc(Nc2nc(-c3c[nH]c(C(=O)N4CCCC4)c3)cs2)cc1F | -4
CSCCC(C(=O)NC(C)(C)C)n1c(-c2ccc(C)cc2)nc2ccccc21 (configuration not stated) | 3
O=C(CSc1nnc(C2CC2)n1Cc1ccccc1)c1ccccc1 | -9
CCCn1c(CN2CCCCC2)nc2cc(NC(=O)c3cc(OC)c(OC)c(OC)c3)ccc21 | 9
COC(=O)/C=C(C(=O)OC)/C(=C\C(=O)OC)C(=O)OC | 7
CCCCC(=O)NC(NC(=O)CCCC)c1ccc(Cl)cc1 | -1
COc1ccc2cc(S(=O)(=O)c3ccc(Cl)c(Cl)c3)c(=O)oc2c1 | -16
Cc1ccc(C)c(S(=O)(=O)N2CCCC2c2nc3ccccc3[nH]2)c1 (configuration not stated) | 9
Cc1cccc(N2NC3(CCCCC3)NC2=S)c1C | 13
O=C(NC1CCCc2ccccc21)c1ccsc1 (configuration not stated) | 1
NC(=O)CN1CCN(c2nc3ccccc3nc2NS(=O)(=O)c2cccc(Cl)c2)CC1 | -8
Cn1ccc(NC(=O)CCc2ncc(-c3ccccc3)o2)n1 | 0
O=C(NC1Cc2ccccc2C1)C1CC1 | 5
CCN(CC)CCN1Cc2c(sc(C)c2C)N(C(=O)c2ccc(OC)cc2)C1 | 9
N#Cc1ccccc1CN1CCSc2ccccc21 | -7
CC(C)c1ccc(C(C)NC(=O)CCCNC(=O)C(C)(C)C)cc1 (configuration not stated) | -3
COc1ccc(OC)c(C2C3=C(CC(C)(C)CC3=O)OC3=C2C(=O)CC(C)(C)C3)c1 | -6
Cc1nn(-c2ccccc2)c2c1C(C(F)(F)F)(C(F)(F)F)N=C(N(C)C)O2 | 4
Cc1cccc(Nc2nc(-c3cc4cc(Br)ccc4oc3=O)cs2)c1 | 8
COc1ccc(S(=O)(=O)N(CC(=O)NC2CCCCCC2)c2ccc(C)cc2)cc1OC | 5
COc1ccc2cc(C(=O)N3CCC(C(=O)N4CCCC4)CC3)[nH]c2c1 | 10
CC(=O)N1CCN(C(=O)CCc2nc(Cc3ccccc3)no2)CC1 | -1
Cc1nc2cc(NC(=O)COc3cc(C(C)C)ccc3C)ccc2o1 | -4
Cc1c(C(=O)N2CCC(c3nc4ccccc4o3)CC2)oc2cc(Br)ccc12 | ?
Cc1cc(C(=O)O)ccc1-n1cccc1 | 3
CN(Cc1cn(Cc2ccc(Cl)cc2)nn1)C1CN(Cc2cn(Cc3ccc(Cl)cc3)nn2)S(=O)(=O)C1 (configuration not stated) | 3
CCn1nc(C(=O)OCc2cc(=O)oc3cc(O)ccc23)c2ccccc2c1=O | -2
Cc1ccc(Nc2cc(C)nc3c(C)cc(C)c([N+](=O)[O-])c23)cc1 | 5
COc1ccc2c(COC(=O)c3cc4ccccc4cc3O)cc(=O)oc2c1 | 0
CCOc1cc(/C=C/C(=O)OCc2cccc(C)c2)cc(Cl)c1OC | 11
Cc1c(CC(=O)Nc2ccc(Cn3cncn3)cc2)c(=O)oc2cc(O)ccc12 | -1
Cc1oc2cc(OCC(=O)N3CCCCC3)ccc2c(=O)c1-c1ccc(Cl)cc1 | -4

Arranged by SMILES length (descending): 3 of the compounds above
SMILES | LDHA inh
Cc1oc2cc(OCC(=O)N3CCCCC3)ccc2c(=O)c1-c1ccc(Cl)cc1 | -4
CCn1nc(C(=O)OCc2cc(=O)oc3cc(O)ccc23)c2ccccc2c1=O | -2
COc1ccc2cc(C(=O)N3CCC(C(=O)N4CCCC4)CC3)[nH]c2c1 | 10

More compounds.
SMILES | LDHA inh
O=C(Nc1ccc(F)cc1)C(CCc1ccccc1)N1CCN(c2ccncc2)CC1 (configuration not stated) | 0
CC(=O)c1c(C)[nH]c(C(=O)Cn2c(=O)c3c(ncn3CC(C)C)n(Cc3ccccc3)c2=O)c1C | 7
Cc1cc(C)c2oc(=O)cc(CN3CCC(C(N)=O)CC3)c2c1 | -4
S=C(NNC(=S)NC1CCCCC1)NC1CCCCC1 | 1
COC(=O)C1(C(=O)/C=C/c2ccc(Cl)cc2)CCCCC1 | -5
CCOCCSc1nc2c(c(=O)n(C)c(=O)n2C)n1Cc1ccccc1Cl | -7
CCOC(=O)/C=c1/s/c(=C/c2ccc(Cl)cc2)c(=O)n1Cc1ccc(C(=O)OC)cc1 | -20
COc1ccc(C2Nc3ccccc3C(=O)N2CCc2ccc(Cl)cc2Cl)cc1COc1ccc(NC(C)=O)cc1 (configuration not stated) | 3
O=C(CCCOC(=O)c1cc(Cl)ccc1[N+](=O)[O-])c1ccc(Br)cc1 | -8
Cc1cccc(N2CCN(C(=O)Cn3cnc(S(=O)(=O)N4CCOCC4)c3)CC2)c1C | -1
CCN(Cc1ccc(OC)c(F)c1)C(C)c1nnc(-c2ccc(F)cc2)o1 (configuration not stated) | 4
Cc1nn(C)cc1NC(=O)c1c(Br)cnn1C | -3
CC(C)Cn1c(N2CCN(CCCc3ccccc3)CC2)nc2c1c(=O)[nH]c(=O)n2C | 1
O=C(CCc1ccccc1)NCC12CC3CC(CC(C3)C1)C2 | 2
Cc1cc(C(=O)OC(C)C(=O)Nc2cc(C)on2)c2ccccc2n1 (configuration not stated) | 10
O=C(O)Cn1cc(C(C(=O)O)N2CCN(c3ccccc3)CC2)c2ccc(F)cc21 (configuration not stated) | 0
COC(=O)Cn1c(=O)c2c(nc(-n3nc(C)cc3C)n2Cc2ccc(F)cc2)n(C)c1=O | -16
CCOCc1ccccc1CNS(=O)(=O)c1cc(Cl)cc(Cl)c1 | 1
Fc1cccc(-c2nc(COc3ccc(Br)cc3F)co2)c1 | -1
COc1ccc(CC(=O)NC(C)c2nnc(SCc3ccc(Cl)cc3Cl)n2C)cc1 (configuration not stated) | -1
NC(=O)c1ccc(NC(=O)/C=C/c2ccc(Cl)c(C(F)(F)F)c2)cc1 | -4
CCCn1nc(C(=O)OCCOc2c(Cl)cccc2Cl)c2ccccc2c1=O | 6
Cc1c(OCc2ccc(C(C)(C)C)cc2)ccc2c(-c3ccccc3)cc(=O)oc12 | 4
CCNC(=O)c1cccc(NC(=O)C2CCCC2)c1 | -1
Cc1c(C(=O)NCC(C)C)nnn1-c1ccc(Br)cc1 | -5
CC(C)c1ccccc1NC1=NS(=O)(=O)c2ccccc21 | 0
COC(=O)COc1ccc2c(C)c(-c3ccc(OC)c(OC)c3)c(=O)oc2c1 | 3
N#CCCCCOC(=O)c1ccc(Oc2ccc(C(=O)OCCCCC#N)cc2)cc1 | 10
O=C(NCCc1ccc(Cl)cc1)C1CC2CCC(C1)C21SCCS1 (configuration not stated) | -2
O=C(/C=C/c1ccco1)NC1CCC(c2ccccc2)CC1 (configuration not stated) | 4
O=[N+]([O-])c1c(NC2CCN(C3CC3)CC2)ccc2ncccc12 | 9
CCn1c(=O)c2c(nc(-n3nc(C)cc3C)n2Cc2c(F)cccc2Cl)n(C)c1=O | 0
O=C(NCc1cccc(Cl)c1)c1cc2cc(Cl)ccc2[nH]1 | 9
Cc1ccc2c(CN3C(=O)NC4(CCCC4)C3=O)cc(=O)oc2c1 | -7
Cc1nc(-c2cccc(N3CC(C(=O)Nc4cccc(C(F)(F)F)c4)CC3=O)c2)no1 (configuration not stated) | -5
CCN1C(=O)C2(C(C(=O)c3ccc(C)o3)=C(O)C(=O)N2CCN2CCOCC2)c2ccccc21 (configuration not stated) | 17
Cc1[nH]c(=S)sc1Cc1cccc(C(F)(F)F)c1 | 8
CC(=O)Nc1ccc2c(C(C(=O)O)N3CCN(C(C)=O)CC3)c[nH]c2c1 (configuration not stated) | -21
CCc1ccc(CN(C(=O)c2cc(=O)c3cc(C)cc(C)c3o2)C2CCS(=O)(=O)C2)cc1 (configuration not stated) | -6
N#CC1=C(N)Oc2n[nH]c(-c3ccccc3)c2C12C(=O)N(Cc1ccc(Cl)cc1)c1ccccc12 (configuration not stated) | 3
CCCc1c(-c2cccc(Br)c2)ncn1Cc1cccc(-c2ccccc2)c1 | 5
CCOC(=O)CNC(=O)c1ccc(NC(C)=O)cc1 | -5
O=C1Cc2cc(S(=O)(=O)N3CCN(C(=O)Nc4ccccc4)CC3)ccc2N1 | 5
Cc1ccccc1NC(=O)C(C)Sc1ccc(C(F)(F)F)cn1 (configuration not stated) | 6
COc1cc(C(=O)Nc2c(N3CCCC3)c3ccccc3oc2=O)cc(OC)c1OC | -5
COc1cccc(-c2ccnc3c2c(=O)[nH]c(=O)n3Cc2ccco2)c1 | 2
CC1=C(C(=O)Nc2ccccc2C)C(c2ccc(C(F)(F)F)cc2)n2ncnc2N1 (configuration not stated) | 6
O=C(/C=C/C(=O)c1ccc(Cl)cc1)c1ccccc1 | -2
Cc1c(C(=O)C(=O)Nc2ccc(C(N)=O)cc2)c2ccccc2n1C | 3
Clc1ccc(Nc2nc(NCC3CCCO3)nc3c2cnn3-c2ccccc2)cc1 (configuration not stated) | 4
O=C(NCc1ccco1)c1nn(Cc2ccccc2)c(=O)c2ccccc12 | 0
CC(C)C(C)(C#N)NC(=O)CSc1n[nH]c(-c2ccc(Br)cc2)n1 (configuration not stated) | 5
C=CCOc1ccccc1N | 6
COC(=O)c1ccc(NC(=O)c2ccc(CNC(=O)OC(C)(C)C)cc2)cc1 | -3
CCN(CC)CCNC(=O)c1cc(C)nc2c(C)cccc12 | -6
Clc1ccc(NCc2nnc3n2CCCCC3)cc1Cl | 7
Cc1c(C(=O)NC(C)c2ccc(F)c(F)c2)[nH]c2c1C(=O)CC(C)(C)C2 (configuration not stated) | -9
CCOc1cccc(-c2cc(C(=O)NCCCN3CCOCC3)c3ccccc3n2)c1 | -10
O=C(Cn1cnc2ccccc2c1=O)N1CCN(c2ccc(Cl)cc2)CC1 | 4
O=C(NCc1ccccc1)C1CCN(S(=O)(=O)/C=C/c2ccccc2)CC1 | 0

(continued)
SMILES | LDHA inh
CNC(=S)NNC(=O)C1CCCCC1 | -6
CCN(CC)S(=O)(=O)c1ccc2[nH]c(=O)cc(C(=O)N(C)Cc3ccccc3C)c2c1 | ?
Cc1cc2c(cc1C)-n1nnnc1C(N1CCCC1)C(=O)N2 (configuration not stated) | 1
CSCCC(c1nc2ccccc2[nH]1)n1c(/C=C/c2ccc(F)c(F)c2)nc2ccccc21 (configuration not stated) | -7
Cc1nc2cc(NC(=O)c3ccc[n+]([O-])c3)ccc2o1 | 6
CCCn1nc(C)cc1CN(C)c1ccc(NC(=O)c2ccccc2C)cc1C(=O)O | 2

Compound activity from PubChem.
